Compound activity from PubChem BioAssay.
bovine MsrA act = activates bovine MsrA enzyme | purified bovine MsrA, absorbance read-out | activation, % at 10.6 µM | hit rate 0.3% among 360,000; in the data active = activation above about 7.5%;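 also: 0% = vehicle and 100% = reference activator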
CendR NRP1 mod = NRP-1/CendR interaction modulation; inhibition, % at 25 µM; FAM-RPARPAR peptide binding to NRP-1, fluorescence polarization; O14786; hit rate 0.85% among 360,000;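 active = inhibition or corrected inhibition above about 18%, plus a signal ratio from 0.5 to 1.5, limit read from the data, passing the limit was not always enough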; also: strong numbers were not always called active
Neddylation inh = cullin neddylation inhibition. hit rate 0.58% among 360,000. calls only at 25 µM. AID 651699. P61081+Q13564. TR-FRET cullin neddylation, biochemical; in the data active = inhibition above about 36%
eLon inh = inhibitors of E. coli Lon protease; purified E. coli Lon protease, fluorescence polarization; P0A9M0; AID 602123; inhibition, % at 7.94 µM; hit rate 0.42% among 360,000; in the data active = inhibition above about 13%, passing the limit was not always enough;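 also: 0% = enzyme with probe and DMSO and 100% = no enzyme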
Target sequence (P0A9M0 whole entry, looked up): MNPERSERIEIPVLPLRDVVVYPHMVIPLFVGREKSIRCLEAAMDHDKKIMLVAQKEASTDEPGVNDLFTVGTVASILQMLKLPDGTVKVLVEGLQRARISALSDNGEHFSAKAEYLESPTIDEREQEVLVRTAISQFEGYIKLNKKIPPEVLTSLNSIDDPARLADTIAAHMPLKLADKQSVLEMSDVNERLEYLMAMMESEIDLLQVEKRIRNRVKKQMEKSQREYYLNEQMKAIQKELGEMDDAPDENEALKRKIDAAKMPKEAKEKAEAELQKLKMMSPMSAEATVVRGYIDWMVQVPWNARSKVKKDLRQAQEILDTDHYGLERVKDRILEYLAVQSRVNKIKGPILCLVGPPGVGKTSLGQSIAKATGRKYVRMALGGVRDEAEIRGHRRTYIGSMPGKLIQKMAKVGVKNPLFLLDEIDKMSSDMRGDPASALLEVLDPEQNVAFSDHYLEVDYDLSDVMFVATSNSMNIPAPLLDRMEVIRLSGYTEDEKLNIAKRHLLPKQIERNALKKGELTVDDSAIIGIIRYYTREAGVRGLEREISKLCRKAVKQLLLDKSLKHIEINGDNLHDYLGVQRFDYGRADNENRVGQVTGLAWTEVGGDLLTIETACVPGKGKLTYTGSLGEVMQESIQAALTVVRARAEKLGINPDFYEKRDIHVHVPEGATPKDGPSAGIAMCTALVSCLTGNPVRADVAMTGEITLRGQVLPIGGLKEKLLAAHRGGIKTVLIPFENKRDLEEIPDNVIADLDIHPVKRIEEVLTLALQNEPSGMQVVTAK
SKN-1 inh = inhibitors of C. elegans SKN-1; hit rate 0.49% among 360,000; C. elegans VP596 Pgst-4::GFP/RFP ratio, acrylamide-induced, 24 h; AID 624304; inhibition, % at 21.8 µM;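 active = interference check ratio from 0.5 to 1.5 plus GFP to RFP signal ratio inhibition reaching or exceeding a fixed threshold, cut at about 30% in these data, passing the limit was not always enough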; also: some compounds called inactive have numbers as strong as hits
MT1-MMP act inh = inhibitors of human MT1-MMP activation; HT1080 RFP-PRO-GFP cells, GFP/RFP ratio fluorescence, overnight; percent of plate control window, DMSO zero; GFP/RFP ratio change, % at 20 µM; P50281; hit rate 0.061% among 360,000; AID 651647;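 active = GFP/RFP ratio change of at least 30% with cell ATP level not reduced by more than half and red fluorescence within 50% of control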; also: strong numbers were not always called active
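Assay system: HT1080 cells carrying an RFP-PRO-GFP reporter | Dosing: Single dose of 20 µM compound, 1% DMSO final | Incubation: Cells overnight before dosing, compound overnight, 37 °C, 5% CO2 | Evaluation: GFP/RFP fluorescence ratio | Control set: DMSO and RFP-L50D-GFP cell wells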
MLLE-PAM2 inh = blocks PAM2 peptide binding to the PABP1 MLLE domain. inhibition, % at 20 µM. hit rate 0.36% among 360,000. P11940. GST-MLLE / FITC-PAM2 fluorescence polarization; in the data active = inhibition above about 35%, passing the limit was not always enough;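 also: plate controls were DMSO wells with GST-MLLE for no effect and wells lacking GST-MLLE protein for full effect; some results filed as inactive read as strong as hits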
FAS-TE inh = blocks the thioesterase domain of human fatty acid synthase; inhibition, % at 15 µM; hit rate 0.67% among 360,000; AID 602261; P49327; recombinant FAS-TE, OMFH fluorogenic substrate, fluorescence endpoint;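 active = compounds whose normalised, plate-corrected inhibition of enzyme fluorescence in the single-dose primary screen is 50% or more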;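 also: 0% = DMSO with enzyme and 100% = substrate without enzyme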
Rin1-Abl PPI inh = inhibitors of human Rin1-Abl protein interaction. TR-FRET Rin1/Abl binding, biochemical. P00519+Q13671. hit rate 0.4% among 360,000. inhibition, % at 7.35 µM; in the data active = inhibition above about 5%, passing the limit was not always enough
Numbers without * were called inactive; i = inactive; . = no result given.

Start of the data: the first 16 entries, to show the layout:
Values run as follows: bovine MsrA act, CendR NRP1 mod, Neddylation inh, eLon inh, SKN-1 inh, MT1-MMP act inh, MLLE-PAM2 inh, FAS-TE inh, Rin1-Abl PPI inh
- O=C(CS(=O)(=O)c1ccccc1)Nc1nc2ccccc2s1
  3, -3, i, 2, 4, -7, 8, 1, 0
- Cc1nn(C)c(C)c1NC(=O)COc1ccc(F)cc1Br
  -2, -1, i, 2, -14, 1, -35, -7, 10
- O=C1Nc2ccc(S(=O)(=O)N3CCOCC3)c3cccc1c23
  -4, 17, ., 0, 8, 3, -3, -4, -8
- Cc1nc(C(F)(F)F)ccc1C(=O)Nc1ccc(C(F)(F)F)cn1
  -2, 11, i, -3, -8, 3, -4, -1, 4
- Cc1cc(C)cc(NC(=O)N2CCCC2C(=O)Nc2ccc(-n3cnnn3)cc2)c1 (configuration not stated)
  5, 6, i, -1, 8, 6, -13, -5, 0
- O=C(Nc1cccnc1)c1ccc(Cl)c(S(=O)(=O)N2CCc3ccccc32)c1
  -4, -4, i, 12, 16, 1, 1, 0, -7
- Cc1ccc(N(C)S(=O)(=O)c2cccc(C(=O)Nc3nc4ccccc4[nH]3)c2)cc1
  -4, -1, ., -9, 12, -18, 18, 26, 0
- Cc1ccccc1NC(=O)COC(=O)/C=C/c1cn(-c2ccccc2)nc1-c1cccnc1
  -5, -32, i, -14, -9, -2, -24, -7, 0
- CC1CN(CN2C(=O)c3ccccc3C2=O)CC(C)O1 (configuration not stated)
  -2, -10, i, 1, 3, 3, 2, -5, 3
- O=C1N=c2ccccc2=C1c1sc(NS(=O)(=O)Cc2ccccc2)nc1O
  -2, -11, i, 7, -5, 6, 3, 2, -2
- COc1ccccc1-c1cc(NC(C)=O)c2ncc(-c3cccc(C(F)(F)F)c3)n2c1
  -2, -2, i, -6, 2, -2, -5, 21, -2
- Cc1nn2c3ccccc3n(CCN3CCCCC3)c2nc1=O
  -9, -4, ., 1, -17, 7, -1, -14, -2
- COC(=O)c1cc(OC)c(OCc2cc(C(=O)OC)oc2C)c(OC)c1
  -1, -3, i, -5, -4, 4, 5, -10, 0
- COc1ccc(C2=NN(C(=O)c3cccs3)C(c3ccccc3O)C2)cc1 (configuration not stated)
  -4, 4, ., 2, -3, -5, -2, 12, 0
- NS(=O)(=O)c1ccc(NC(=O)COC(=O)CCc2ccc(S(=O)(=O)N3CCOCC3)cc2)cc1
  -5, -4, i, -14, -4, 2, 13, -4, -1
- CC1(C)Cc2c(cnn2-c2ccc(F)cc2)C(NC(=O)C2CCC2)C1 (configuration not stated)
  -3, 5, i, 9, 15, 3, -8, -2, 1

The list itself, from the start:
Values run as follows: bovine MsrA act, CendR NRP1 mod, Neddylation inh, eLon inh, SKN-1 inh, MT1-MMP act inh, MLLE-PAM2 inh, FAS-TE inh, Rin1-Abl PPI inh
- O=C(CS(=O)(=O)c1ccccc1)Nc1nc2ccccc2s1
  3, -3, i, 2, 4, -7, 8, 1, 0
- Cc1nn(C)c(C)c1NC(=O)COc1ccc(F)cc1Br
  -2, -1, i, 2, -14, 1, -35, -7, 10
- O=C1Nc2ccc(S(=O)(=O)N3CCOCC3)c3cccc1c23
  -4, 17, ., 0, 8, 3, -3, -4, -8
- Cc1nc(C(F)(F)F)ccc1C(=O)Nc1ccc(C(F)(F)F)cn1
  -2, 11, i, -3, -8, 3, -4, -1, 4
- Cc1cc(C)cc(NC(=O)N2CCCC2C(=O)Nc2ccc(-n3cnnn3)cc2)c1 (configuration not stated)
  5, 6, i, -1, 8, 6, -13, -5, 0
- O=C(Nc1cccnc1)c1ccc(Cl)c(S(=O)(=O)N2CCc3ccccc32)c1
  -4, -4, i, 12, 16, 1, 1, 0, -7
- Cc1ccc(N(C)S(=O)(=O)c2cccc(C(=O)Nc3nc4ccccc4[nH]3)c2)cc1
  -4, -1, ., -9, 12, -18, 18, 26, 0
- Cc1ccccc1NC(=O)COC(=O)/C=C/c1cn(-c2ccccc2)nc1-c1cccnc1
  -5, -32, i, -14, -9, -2, -24, -7, 0
- CC1CN(CN2C(=O)c3ccccc3C2=O)CC(C)O1 (configuration not stated)
  -2, -10, i, 1, 3, 3, 2, -5, 3
- O=C1N=c2ccccc2=C1c1sc(NS(=O)(=O)Cc2ccccc2)nc1O
  -2, -11, i, 7, -5, 6, 3, 2, -2
- COc1ccccc1-c1cc(NC(C)=O)c2ncc(-c3cccc(C(F)(F)F)c3)n2c1
  -2, -2, i, -6, 2, -2, -5, 21, -2
- Cc1nn2c3ccccc3n(CCN3CCCCC3)c2nc1=O
  -9, -4, ., 1, -17, 7, -1, -14, -2
- COC(=O)c1cc(OC)c(OCc2cc(C(=O)OC)oc2C)c(OC)c1
  -1, -3, i, -5, -4, 4, 5, -10, 0
- COc1ccc(C2=NN(C(=O)c3cccs3)C(c3ccccc3O)C2)cc1 (configuration not stated)
  -4, 4, ., 2, -3, -5, -2, 12, 0
- NS(=O)(=O)c1ccc(NC(=O)COC(=O)CCc2ccc(S(=O)(=O)N3CCOCC3)cc2)cc1
  -5, -4, i, -14, -4, 2, 13, -4, -1
- CC1(C)Cc2c(cnn2-c2ccc(F)cc2)C(NC(=O)C2CCC2)C1 (configuration not stated)
  -3, 5, i, 9, 15, 3, -8, -2, 1
- CCCCOc1cccc(NC(=O)CSc2nncn2C)c1
  -4, -9, i, 0, 6, 5, -12, -13, -1
- Cc1ccc(S(=O)(=O)NC2=NCN(C(C)C)CN2)cc1
  -2, 8, i, -7, 0, -1, 1, -7, 2
- CCS(=O)(=O)N1CCC(NC(=O)c2cc(OC)cc(OC)c2)CC1
  -2, 9, i, -4, 1, -1, -3, -3, -2
- COc1cc(CNC2CCC(C)C2)cc(OC)c1 (configuration not stated)
  -9, -5, i, 0, 8, -5, 10, -5, 3
- COc1ccc(S(=O)(=O)N2CCCCC2)cc1NC(=O)C1CC1(Cl)Cl (configuration not stated)
  -2, 1, i, -7, 3, -1, 6, 2, -3
- O=C1N[C@@H](Cc2ccccc2)COC(=O)[C@H](Cc2ccc(F)cc2)C/C=C\C[C@@H]1CC(=O)N(CCO)Cc1ccccc1
  2, -3, i, 4, 8, -4, 5, 6, 2
- CCCc1nc2c(s1)CCc1onc(-c3cccc([N+](=O)[O-])c3)c1-2
  -11, 1, i, -1, 11, -7, 13, 14, 4
- Cc1nc(=S)c2ccccc2[nH]1
  -12, 1, i, 0, -26, 5, 8, -6, -2
- CCOc1ccc(CCNC(=O)C(C)n2nc(C)c3c(C)n(-c4ccccc4)nc3c2=O)cc1 (configuration not stated)
  -2, 8, i, 6, 11, 0, 10, -2, 1
- Cc1cccc(NC(=O)Cn2c(O)c(N=NC(N)=S)c3ccccc32)c1
  -1, -5, i, 2, 5, -9, 22, 2, 3
- COC(=O)c1sc(N/N=C/c2ccc(C(C)C)cc2)nc1C
  -3, 4, ., 1, -11, -1, -3, 25, 1
- CCOC(=O)C1CCN(C(=O)Nc2c(-c3ccccc3)noc2C)CC1
  -4, 4, i, 8, -11, 0, 1, -6, -3
- O=C(COC(=O)Cn1nnc2ccccc21)Nc1ccccc1Br
  -2, 11, i, -12, -5, 3, 2, -13, 2
- CN(C(=O)COC(=O)c1cc(S(=O)(=O)N2CCOCC2)ccc1F)C1CCS(=O)(=O)C1 (configuration not stated)
  1, 9, i, 1, 3, 4, 1, -4, 2
- CC(=O)Oc1ccc(/C=N/NC(=O)c2ccc(N(C)S(=O)(=O)c3ccccc3)cc2)cc1
  1, 4, i, 3, 19, 1, -6, 6, 1
- CC(C)N1CCN(c2ccc(OC[C@H]3CO[C@](Cn4cncn4)(c4ccc(Cl)cc4Cl)O3)cc2)CC1
  2, -1, i, 7, 5, 6, -6, 1, -5
- O=c1[nH]c(/C=C/c2ccccc2F)nc2ccccc12
  -1, -14, ., 3, 6, 2, -11, 1, 0
- c1cnc2ccc(C(c3nnnn3C3CCCC3)N3CCSCC3)cc2c1 (configuration not stated)
  0, -2, i, -2, -5, 2, 0, -4, 2
- COc1cc2c(cc1NC(=O)CCC(=O)O)oc1ccccc12
  -5, -2, i, 10, -5, -2, -7, -5, 2
- Cc1cccc(N2CC(C(=O)Nc3nccs3)CC2=O)c1C (configuration not stated)
  -2, 8, i, 2, 12, -1, 4, -1, 2
- O=C(CSc1cccc(C(F)(F)F)c1)NC(=O)NCc1ccco1
  -4, -6, i, -2, 3, 4, 15, 8, 1
- O=C(CN1CCOCC1)NCc1ccccc1
  -5, 6, i, -9, 8, -4, -8, -5, 6
- Cc1nc(N)sc1C(=O)N1N=N1
  -3, 2, i, -5, -7, 0, 9, -4, 2
- Cc1ccc(S(=O)(=O)N(C)c2ccc(OCC(=O)NCC3(N(C)C)CCCCC3)cc2)cc1
  -2, 2, i, -14, -7, 2, -2, -2, 0
- c1ccc(-c2nnc3sc(-c4csc5c4CCCC5)nn23)cc1
  -5, -8, i, -10, 4, -4, 31, 12, 0
- Cc1c(CC(=O)NCCCC(=O)O)c(=O)oc2cc3c(cc12)CCC(C)(C)O3
  0, 6, ., 3, 17, 3, 3, 0, 2
- CCc1nnc(SCC(=O)Nc2ccc(N3CCOCC3)cc2)n1C
  -4, 18, i, -5, -4, -3, -4, -6, -3
- Cn1c(=O)c2c(nc(NCCCN3CCOCC3)n2Cc2ccc(Cl)cc2)n(C)c1=O
  -14, 9, i, -5, -9, -4, 6, -5, 4
- NS(=O)(=O)c1ccc(CCNC(=O)CC(c2ccccc2)c2ccccc2)cc1
  1, -5, i, 6, 14, -2, -13, -1, -2
- COC(=O)c1cc(COC(=O)CNC(=O)c2ccc(Br)cc2)oc1C
  -2, 7, i, -5, -2, 1, 0, 2, 5
- O=C(/C=C/c1ccc(Cl)cc1Cl)Nc1cccc(S(=O)(=O)NC2=NCCC2)c1
  -3, 3, i, 4, 13, 2, -26, 8, 1
- O=C(COC(=O)c1ccc(O)cc1)Nc1ncc(Cl)cc1Cl
  -3, -24, i, 5, 5, 0, 18, 0, 0
- NC(=S)Nc1cnc2ccccc2c1
  0, -2, i, -7, -4, 5, 17, -9, -3
- CCCCC1SC(N)=NC1=O (configuration not stated)
  -3, -6, i, -8, -7, 0, -2, -5, 5

New compounds follow.
Values run as follows: bovine MsrA act, CendR NRP1 mod, Neddylation inh, eLon inh, SKN-1 inh, MT1-MMP act inh, MLLE-PAM2 inh, FAS-TE inh, Rin1-Abl PPI inh
- CCN(CC)Cc1cc2ccccc2c2c1COC2
  -4, -10, i, -3, 3, -2, -10, -11, -2
- CCOc1ccccc1NC(=O)c1ccc(Cl)c(NC(=O)CC(c2ccccc2)c2ccccc2)c1
  -3, 5, i, 4, 7, -10, 1, 27, -2
- COc1ccc(CC(=O)OCC(=O)NCCNC(=O)COC(=O)Cc2ccc(OC)cc2)cc1
  -8, -3, i, 1, 4, 3, 16, -5, 6
- O=C(c1cc2ccccc2oc1=O)N(Cc1ccco1)Cc1cccs1
  -3, 0, i, -7, -1, -5, -17, 8, 2
- CC(C)c1ccc(NC(=O)CCNC(=O)Cn2ccc3ccccc3c2=O)cc1
  -1, 3, i, -15, -8, 0, 4, -1, 1
- CN(CC(=O)Nc1ccc(Cl)c(C(F)(F)F)c1)C(=O)c1ccc2c(c1)OCCO2
  -2, 1, i, -10, 2, 2, 9, 27, 0
- CC1(Cc2ccc(F)cc2)C(=O)Nc2c(Cl)cccc21 (configuration not stated)
  -7, 13, i, 5, 16, 0, 0, -6, -5
- Cn1nc(C(F)(F)F)c(-c2ccc(F)cc2)c1NC(=O)CSCC(=O)O
  -3, 13, i, 11, 5, 3, 5, -7, -1
- OCC[C@@H]1C[C@H](O)[C@@H](O)[C@]2(OCc3ccc(CO)cc32)O1
  -1, -1, i, 2, 8, 5, 14, -9, 7
- Cc1cc(C)cc(NC(=S)NCCN(C2CCCCC2)C2CCCC2)c1
  2, 11, i, 7, 13, 1, 8, -4, -1
- CC(=O)NCCc1ccc(S(=O)(=O)N2CCOCC2)cc1
  -1, 5, i, -2, 15, 5, 5, -1, 2
- COc1ccc2[nH]c3c(=S)nc[nH]c3c2c1
  3, 2, i, -6, 0, 6, 21, -2, i
